Screening data deposited in PubChem BioAssay by several laboratories.
Yeast lifespan up: extends the lifespan of yeast; inhibition of the nicotinamide effect, % at 10 µM; S. cerevisiae growth with nicotinamide, OD615; deaD strain in restrictive glucose medium; 130,000 tested, 0.68% active;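 active means inhibition above a set limit, placed 3 SD over the median of all compounds, cut at about 26% in these data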;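 further: 0% = nicotinamide-treated wells and 100% = cells grown without nicotinamide; some compounds called inactive have numbers as strong as hits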
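Test system: DeaD-strain S. cerevisiae / Buffer or medium: restrictive glucose medium / Also added: nicotinamide 1.5 mM / Doses: one concentration, 10 µM, DMSO 0.25% / Schedule: 48 h at 30 °C / Signal: OD615 measurement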
Measles CPE: protection of cells from measles virus; protection (pct of control), % at 4 µM; 140,000 tested, 1.5% active; Measles virus-infected cells, CPE protection, absorbance; in the data active means protection mostly above about 24%, no sharp cut-off; inactive means mostly below about 26%; further: some compounds called inactive have numbers as strong as hits
E-sel TNF inh: blocks E-selectin expression induced by TNF alpha; HUVEC TNFa-induced E-selectin immunofluorescence, high content; inhibition, % at 2 µM; AID 1246; 120,000 tested, 0.71% active;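 active means inhibition above the batch mean plus 3 SD, and confirmed as a hit on visual image review, cut at about 43% in these data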;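 further: 0% = TNF-stimulated DMSO wells and 100% = unstimulated control wells; not every result past the cut was called active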
NPY-Y2 antag: NPY-Y2 (human) receptor antagonism. P49146. NPY-Y2 expressing cells, antagonist mode. inhibition, % at 2.7 µM. 140,000 tested, 0.99% active. AID 793; in the data active means inhibition above about 17%;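 further: 0% = vehicle with agonist challenge and 100% = reference antagonist with challenge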
Target sequence (P49146 whole entry, looked up): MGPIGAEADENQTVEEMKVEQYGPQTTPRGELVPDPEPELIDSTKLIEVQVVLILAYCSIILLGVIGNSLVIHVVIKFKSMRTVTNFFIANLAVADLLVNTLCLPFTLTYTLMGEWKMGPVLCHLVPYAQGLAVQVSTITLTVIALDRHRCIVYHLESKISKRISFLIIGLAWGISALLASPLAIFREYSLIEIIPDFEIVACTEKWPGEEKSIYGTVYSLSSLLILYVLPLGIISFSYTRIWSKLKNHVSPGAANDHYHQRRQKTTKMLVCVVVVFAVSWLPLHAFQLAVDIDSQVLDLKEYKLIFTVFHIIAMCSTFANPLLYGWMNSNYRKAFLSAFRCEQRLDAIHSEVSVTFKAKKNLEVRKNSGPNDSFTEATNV
Phagocyt inh: macrophage phagocytosis inhibition | J774A.1 macrophage IgG-bead phagocytosis, imaging | inhibition, % at 5 µM | 110,000 tested, 0.07% active;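 active means inhibition above the mean of the plate negative controls plus 5 SD, cut at about 13% in these data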;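 further: phagocytic index as fraction of beads internalized from green versus red external bead signal; plate controls were DMSO negative control for no effect and cytochalasin-D positive control for full effect; some results beyond the cut were filed as inactive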
GALR2 blocker: blocks the human galanin receptor 2; 140,000 tested, 0.39% active; O43603; GALR2-expressing cells, antagonist mode; inhibition, % at 4 µM; in the data active means inhibition above about 27%;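 further: cells stimulated with galanin 1-16 at roughly its EC80; 0% = agonist challenge control and 100% = basal control without agonist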
Target sequence (O43603 whole entry, looked up): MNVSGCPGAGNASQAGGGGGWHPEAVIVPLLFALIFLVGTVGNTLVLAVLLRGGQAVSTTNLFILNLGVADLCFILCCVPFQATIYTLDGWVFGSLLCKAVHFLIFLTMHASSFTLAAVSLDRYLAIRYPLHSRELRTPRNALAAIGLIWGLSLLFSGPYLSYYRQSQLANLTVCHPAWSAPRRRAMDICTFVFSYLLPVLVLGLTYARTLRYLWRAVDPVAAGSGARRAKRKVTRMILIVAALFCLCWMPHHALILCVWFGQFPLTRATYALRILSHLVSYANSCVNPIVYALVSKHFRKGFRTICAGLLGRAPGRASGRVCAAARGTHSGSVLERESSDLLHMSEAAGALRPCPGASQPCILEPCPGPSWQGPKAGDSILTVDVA
BB579 growth dn: yeast BB579 growth reduction in restrictive medium; S. cerevisiae BB579 growth, OD615, 48 h; inhibition, % at 10 µM; 140,000 tested, 0.51% active; AID 804;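 active means inhibition above a set limit, 3 SD over the mean compound inhibition, cut at about 44% in these data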; further: inactives centre near -24
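controls = amphotericin B 10 µg/mL, positive | assay system = DeaD yeast strain BB579 | schedule = 48 h compound exposure at 30 °C after 4 h preincubation | detection = OD615 turbidity measurement | medium = restrictive CSMM-D medium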
PTEN del growth: suppresses growth of cells with PTEN deletion; HCT116 PTEN-null viability, CellTiter-Glo, 60 h; active compounds read low; viability, % at 10 µM; 140,000 tested, 1.2% active;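 active means viability at or below a set limit, 4 SD under the median of all tested compounds, cut at about 3.7% in these data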;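 further: PTEN knockout HCT116 line with beta catenin targeted HCT116 as companion control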
MRP1 act: MRP-1 activation; H69AR cells + doxorubicin, viability rescue, CellTiter-Glo; viability increase, % at 10 µM; 140,000 tested, 0.61% active; AID 799;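 active means viability gain under doxorubicin at or above a set limit, the compound median plus 3 SD, cut at about 4.7% in these data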;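 further: MRP-1 overexpressing cells given doxorubicin 25 µM after compound pretreatment; 18-22 h compound pretreatment then 72 h with doxorubicin before readout; 0% = doxorubicin-only wells and 100% = vehicle-treated cells without doxorubicin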
HCT116 bCat-KO: beta-catenin-lacking colon tumor cell growth suppression; HCT116 beta-catenin knockout viability, CellTiter-Glo, 60 h; active compounds read low; 140,000 tested, 1.5% active; viability, % at 10 µM; AID 818;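 active means viability at or under a set limit, the compound median less 4 SD, cut at about 6% in these data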;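 further: 0% = Hyamine 1622 control at 20 µM and 100% = untreated cell control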
Numbers without * were called inactive. Hits appear at their usual frequency; 6.3% or so of the library scored in one or more.

For CCS(=O)(=O)N1CCN(c2nc(-c3ccccc3)cs2)CC1 the results were Yeast lifespan up -6, Measles CPE 8, E-sel TNF inh -34, NPY-Y2 antag 8, Phagocyt inh 0, GALR2 blocker 3, BB579 growth dn -41, PTEN del growth 90, MRP1 act 0.7 and HCT116 bCat-KO 86.
Screening CC(=O)C(Cc1cnc(Cl)s1)(Cc1cnc(Cl)s1)C(C)=O returned Yeast lifespan up 5, Measles CPE 6, E-sel TNF inh 6, NPY-Y2 antag 0, Phagocyt inh 0, GALR2 blocker 9, BB579 growth dn -41, PTEN del growth 101, MRP1 act -0.1 and HCT116 bCat-KO 111.
Screening CCOC(=O)C1=C(C(F)(F)F)Nc2ncnn2C1c1ccc(OC)c(OC)c1OC (centres undefined) returned Yeast lifespan up 5, Measles CPE 8, E-sel TNF inh -4, NPY-Y2 antag 2, GALR2 blocker 7, BB579 growth dn 8, PTEN del growth 92, MRP1 act -2.1 and HCT116 bCat-KO 99.
`c1ccc(Cc2nnc3sc(-c4ccccn4)nn23)cc1` gave Yeast lifespan up -24, Measles CPE 62*, E-sel TNF inh 0, NPY-Y2 antag 7, Phagocyt inh 0, GALR2 blocker -7, BB579 growth dn -27, PTEN del growth 95, MRP1 act 0.0 and HCT116 bCat-KO 93.
Screening CC(=O)c1oc2ccccc2c1NC(=O)CCCN1C(=O)c2ccccc2C1=O returned Yeast lifespan up -6, Measles CPE 6, E-sel TNF inh 10, NPY-Y2 antag 1, Phagocyt inh 0, GALR2 blocker 4, BB579 growth dn -19, PTEN del growth 98, MRP1 act -2.5 and HCT116 bCat-KO 102.
For CCOC(=O)Cc1csc(NS(=O)(=O)Cc2ccccc2)n1 the results were Yeast lifespan up -6, Measles CPE 21, E-sel TNF inh 26, NPY-Y2 antag 7, Phagocyt inh -1, GALR2 blocker -1, BB579 growth dn 2, PTEN del growth 104, MRP1 act -1.4 and HCT116 bCat-KO 99.
`O=C1C2C3C=CC(C3)C2C(=O)N1CCC(=O)N1CCc2ccccc21` (centres undefined) gave Measles CPE 32, E-sel TNF inh -38, NPY-Y2 antag 5, GALR2 blocker 0, BB579 growth dn -19, PTEN del growth 97, MRP1 act -1.4 and HCT116 bCat-KO 96.
CNC(=S)NNC(=O)c1cccc(C(F)(F)F)c1 was read as Yeast lifespan up -17, Measles CPE 6, E-sel TNF inh 13, NPY-Y2 antag -2, Phagocyt inh 1, GALR2 blocker 6, BB579 growth dn 3, PTEN del growth 97, MRP1 act -1.7 and HCT116 bCat-KO 102.
For COc1ccc(OC)c(-n2nnnc2SCC(=O)Nc2ccc3c(c2)OCCO3)c1 the results were Yeast lifespan up -10, Measles CPE 2, E-sel TNF inh -12, NPY-Y2 antag 1, Phagocyt inh 0, GALR2 blocker -3, BB579 growth dn -59, PTEN del growth 102, MRP1 act 0.5 and HCT116 bCat-KO 102.
For CC(C)c1cc(NC(=O)C(C)(C)C)cc(C(C)C)c1O the results were Yeast lifespan up 0, Measles CPE 14, E-sel TNF inh 12, NPY-Y2 antag 2, Phagocyt inh -1, GALR2 blocker 0, BB579 growth dn -31, PTEN del growth 92, MRP1 act -0.2 and HCT116 bCat-KO 102.
CN1C(=O)CCC1(O)c1ccccc1 (centres undefined) was read as Yeast lifespan up -4, Measles CPE 19, E-sel TNF inh 2, NPY-Y2 antag 0, Phagocyt inh -1, GALR2 blocker -7, BB579 growth dn -61, PTEN del growth 105, MRP1 act -0.8 and HCT116 bCat-KO 106.
COc1ccc(/C=N/N2C(=O)CSC2=S)cc1 was read as Yeast lifespan up -9, Measles CPE 24, E-sel TNF inh 3, NPY-Y2 antag 2, Phagocyt inh 1, GALR2 blocker 4, BB579 growth dn -6, PTEN del growth 110, MRP1 act 3.1 and HCT116 bCat-KO 105.
`COc1ccc(CCNC(=O)COC(=O)/C=C/c2ccc(OCC#N)c(OC)c2)cc1OC` gave Yeast lifespan up 2, Measles CPE 3, NPY-Y2 antag -1, Phagocyt inh 0, GALR2 blocker 19, BB579 growth dn -14, PTEN del growth 92, MRP1 act -0.9 and HCT116 bCat-KO 99.
CC(=O)CC(=O)Nc1ccc(Nc2ccccc2)cc1 was read as Yeast lifespan up -4, Measles CPE 8, NPY-Y2 antag 2, Phagocyt inh -5, GALR2 blocker 19, BB579 growth dn -29, PTEN del growth 89, MRP1 act -1.1 and HCT116 bCat-KO 91.
For Cc1ccc(C2CC(=O)C=C(NCC(C)C)C2)cc1 (centres undefined) the results were Yeast lifespan up -2, Measles CPE 39, NPY-Y2 antag 1, Phagocyt inh -6, GALR2 blocker 1, BB579 growth dn 3, PTEN del growth 93, MRP1 act -1.1 and HCT116 bCat-KO 90.
COc1ccc(CNC(=O)CSc2nnc(C)n2-c2ccc(F)cc2)cc1 was read as Yeast lifespan up 12, Measles CPE 3, E-sel TNF inh 6, NPY-Y2 antag 2, Phagocyt inh -1, GALR2 blocker -5, BB579 growth dn -67, PTEN del growth 89, MRP1 act -1.0 and HCT116 bCat-KO 89.
Screening COc1cc(/C=N/NC(N)=S)ccc1OC(=O)c1ccc(C)cc1 returned Yeast lifespan up -9, Measles CPE 3, E-sel TNF inh -19, NPY-Y2 antag 0, GALR2 blocker -9, BB579 growth dn -26, PTEN del growth 65, MRP1 act -4.8 and HCT116 bCat-KO 66.
O=C(Nc1sc2c(c1C(=O)O)CCCCC2)c1ccco1 was read as Yeast lifespan up 2, Measles CPE 14, NPY-Y2 antag 1, Phagocyt inh -1, GALR2 blocker -3, BB579 growth dn -7, PTEN del growth 83, MRP1 act -1.7 and HCT116 bCat-KO 88.
`O=C(CSc1ccc(C(F)(F)F)cc1[N+](=O)[O-])Nc1ccc2ccccc2c1` gave Yeast lifespan up 4, Measles CPE 3, NPY-Y2 antag 12, Phagocyt inh -2, GALR2 blocker 0, BB579 growth dn -18, PTEN del growth 79, MRP1 act -1.6 and HCT116 bCat-KO 92.
CCOC(=O)C1=C(C)C(c2ccc(OC)cc2OC)NC(=O)N1 (centres undefined) was read as Yeast lifespan up -2, Measles CPE 6, E-sel TNF inh -39, NPY-Y2 antag 3, GALR2 blocker 8, BB579 growth dn -24, PTEN del growth 98, MRP1 act 0.2 and HCT116 bCat-KO 94.
For CC12CCC(C(=O)N3CCCCC3)(CC1=O)C2(C)C (centres undefined) the results were Yeast lifespan up -16, Measles CPE 17, E-sel TNF inh -4, NPY-Y2 antag 1, Phagocyt inh 3, GALR2 blocker -5, BB579 growth dn 3, PTEN del growth 106, MRP1 act 1.1 and HCT116 bCat-KO 111.
For O=C(NCc1cccc(F)c1)C1CCN(S(=O)(=O)Cc2ccccc2)CC1 the results were Yeast lifespan up -6, Measles CPE 20, E-sel TNF inh -2, NPY-Y2 antag 0, Phagocyt inh 0, GALR2 blocker 2, BB579 growth dn 3, PTEN del growth 104, MRP1 act -1.2 and HCT116 bCat-KO 94.
Cc1nn(C)cc1/C=N/NC(=O)C1(O)c2ccccc2-c2ccccc21 was read as Yeast lifespan up 6, Measles CPE 2, E-sel TNF inh -25, NPY-Y2 antag -1, Phagocyt inh -9, GALR2 blocker 13, BB579 growth dn -32, PTEN del growth 103, MRP1 act 1.8 and HCT116 bCat-KO 99.
Screening COc1cccc(CNC(=O)C(CCSC)NS(=O)(=O)c2ccc3c(c2)oc(=O)n3C)c1 (centres undefined) returned Yeast lifespan up -9, Measles CPE 19, NPY-Y2 antag -1, Phagocyt inh -2, GALR2 blocker -1, BB579 growth dn -34, PTEN del growth 89, MRP1 act -0.5 and HCT116 bCat-KO 83.
`O=C(NC12CC3CC(CC(C3)C1)C2)N1CCN(c2nc(-c3ccccc3)cs2)CC1` gave Yeast lifespan up -10, Measles CPE 8, E-sel TNF inh -8, NPY-Y2 antag 7, GALR2 blocker -15, BB579 growth dn -23, PTEN del growth 32, MRP1 act 0.4 and HCT116 bCat-KO 27.
For CC(C)(C)OC(=O)N1CCC(C(=O)N2CCOCC2)CC1 the results were Yeast lifespan up 1, Measles CPE 4, NPY-Y2 antag 3, Phagocyt inh -2, GALR2 blocker -30, BB579 growth dn -44, PTEN del growth 114, MRP1 act 0.7 and HCT116 bCat-KO 97.
`CCOC(=O)c1cn(CC(=O)Nc2ccc(CC)cc2)nn1` gave Yeast lifespan up -3, Measles CPE 14, NPY-Y2 antag 3, GALR2 blocker -2, BB579 growth dn 7, PTEN del growth 89, MRP1 act 3.5 and HCT116 bCat-KO 91.
`CC(C)(C)c1cc(C(C)(C)C)n(-c2ccccc2)n1` gave Yeast lifespan up 11, Measles CPE 5, NPY-Y2 antag -1, Phagocyt inh 0, GALR2 blocker 10, BB579 growth dn -53, PTEN del growth 96, MRP1 act 1.7 and HCT116 bCat-KO 97.
Nc1cc(OCC(F)(F)F)cc([N+](=O)[O-])c1 was read as Yeast lifespan up -3, Measles CPE 9, E-sel TNF inh -1, NPY-Y2 antag 5, Phagocyt inh -5, GALR2 blocker 4, BB579 growth dn -34, PTEN del growth 102, MRP1 act 0.7 and HCT116 bCat-KO 105.
For Cc1ccc2nc(C3CCN(C(=O)NCc4ccccc4)CC3)[nH]c2c1 the results were Yeast lifespan up 0, Measles CPE 1, E-sel TNF inh 15, NPY-Y2 antag 0, Phagocyt inh 0, GALR2 blocker 5, BB579 growth dn -45, PTEN del growth 100, MRP1 act -0.8 and HCT116 bCat-KO 104.

In the list so far, these have two or more sulfur atoms.
For CCS(=O)(=O)N1CCN(c2nc(-c3ccccc3)cs2)CC1 the results were Yeast lifespan up -6, Measles CPE 8, E-sel TNF inh -34, NPY-Y2 antag 8, Phagocyt inh 0, GALR2 blocker 3, BB579 growth dn -41, PTEN del growth 90, MRP1 act 0.7 and HCT116 bCat-KO 86.
Screening CC(=O)C(Cc1cnc(Cl)s1)(Cc1cnc(Cl)s1)C(C)=O returned Yeast lifespan up 5, Measles CPE 6, E-sel TNF inh 6, NPY-Y2 antag 0, Phagocyt inh 0, GALR2 blocker 9, BB579 growth dn -41, PTEN del growth 101, MRP1 act -0.1 and HCT116 bCat-KO 111.
For CCOC(=O)Cc1csc(NS(=O)(=O)Cc2ccccc2)n1 the results were Yeast lifespan up -6, Measles CPE 21, E-sel TNF inh 26, NPY-Y2 antag 7, Phagocyt inh -1, GALR2 blocker -1, BB579 growth dn 2, PTEN del growth 104, MRP1 act -1.4 and HCT116 bCat-KO 99.
COc1ccc(/C=N/N2C(=O)CSC2=S)cc1 was read as Yeast lifespan up -9, Measles CPE 24, E-sel TNF inh 3, NPY-Y2 antag 2, Phagocyt inh 1, GALR2 blocker 4, BB579 growth dn -6, PTEN del growth 110, MRP1 act 3.1 and HCT116 bCat-KO 105.
Screening COc1cccc(CNC(=O)C(CCSC)NS(=O)(=O)c2ccc3c(c2)oc(=O)n3C)c1 (centres undefined) returned Yeast lifespan up -9, Measles CPE 19, NPY-Y2 antag -1, Phagocyt inh -2, GALR2 blocker -1, BB579 growth dn -34, PTEN del growth 89, MRP1 act -0.5 and HCT116 bCat-KO 83.
